Assay outcomes deposited in PubChem BioAssay by National Center for Advancing Translational Sciences (NCATS).
NPSR antagonist – qHTS Assay for Antagonists of the Neuropeptide S Receptor: cAMP Signal Transduction | Potency, µM (top dose mostly 38.3 µM), for the others: top-dose activity change, negative = inhibition, actives largely listed as inhibitors | CHO-NPSR cells, cAMP TR-FRET, antagonist mode | 1% of 220,000 active; further: potency means the concentration at half of the fitted maximal effect; on the % scale 0 is the no-effect control and ±100 the full control effect; nearly all actives have a fitted effect of over 50% in size; many of its hits are not listed in these tables
Target sequence (Q6W5P4 whole entry, looked up): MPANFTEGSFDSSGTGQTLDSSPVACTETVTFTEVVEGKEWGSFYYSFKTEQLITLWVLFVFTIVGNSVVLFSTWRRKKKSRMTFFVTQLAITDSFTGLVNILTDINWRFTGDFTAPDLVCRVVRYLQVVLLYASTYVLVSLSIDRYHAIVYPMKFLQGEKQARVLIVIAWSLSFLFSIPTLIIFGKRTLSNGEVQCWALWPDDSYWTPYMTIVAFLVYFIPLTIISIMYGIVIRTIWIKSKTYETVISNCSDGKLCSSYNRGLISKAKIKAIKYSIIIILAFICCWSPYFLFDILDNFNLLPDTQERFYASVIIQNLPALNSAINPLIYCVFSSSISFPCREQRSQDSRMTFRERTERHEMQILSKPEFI
KinaseGlo FLuc – Counterscreen for Luciferase (Kinase-Glo TM) Inhibition | 0.28% of 200,000 active | Potency, µM (series often up to 38.3 µM), for inactives: at the highest dose activity change, negative = inhibition, most hits filed as inhibitors | Kinase-Glo luciferase, ATP luminescence, 8 min | Luciferin 4-monooxygenase (Photuris pensylvanica), Q27757; further: potency means the concentration at half of the fitted maximal effect; on the % scale 0 is the no-effect control and ±100 the full control effect; nearly all actives have a fitted effect of over 60% in size
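Kinase-Glo luciferase light output from ATP and luciferin was measured with 10 uM ATP, within the enzyme's linear range. Buffer: 50 mM imidazole pH 7.2, 50 mM KCl, 7 mM MgCl2, 0.01% Tween 20, 0.05% BSA; luminescence read after 8 min at ambient temperature.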
Epigenetic reg – Quantitative High-Throughput Screen for Regulators of Epigenetic Control; murine LDR cells, GFP reporter derepression, 30 h; Potency, µM (highest dose often 53.9 µM), without a hit: at the top dose GFP activation, usual class: activators; 0.2% of 280,000 active; AID 1865, 2009; further: potency means the concentration at half of the fitted maximal effect; % of control where 0% means no effect; nearly all actives have a fitted effect of over 60% in size
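Murine LDR cells bearing a silenced CMV-driven GFP reporter were exposed to compound for 30 h at 37 C. After PBS washes, GFP-positive cells (20-120 um objects) counted by laser-scanning microplate cytometry.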
CBFb RUNX1 block – qHTS Assay for Compounds Blocking the Interaction Between CBF-beta and RUNX1 for the Treatment of Acute Myeloid Leukemia. Runt-related transcription factor 1 (Homo sapiens) + Core-binding factor subunit beta …. AlphaScreen CBFb-His/RUNX1-biotin binding, biochemical. Potency, µM (top dose mostly 59.8 µM), for the others: top-dose activity, negative = inhibition, most hits filed as inhibitors. 230,000 tested, under 10 active. AID 1477, 2009; further: % of control where 0% means no effect
Target sequence (Q01196 whole entry, looked up): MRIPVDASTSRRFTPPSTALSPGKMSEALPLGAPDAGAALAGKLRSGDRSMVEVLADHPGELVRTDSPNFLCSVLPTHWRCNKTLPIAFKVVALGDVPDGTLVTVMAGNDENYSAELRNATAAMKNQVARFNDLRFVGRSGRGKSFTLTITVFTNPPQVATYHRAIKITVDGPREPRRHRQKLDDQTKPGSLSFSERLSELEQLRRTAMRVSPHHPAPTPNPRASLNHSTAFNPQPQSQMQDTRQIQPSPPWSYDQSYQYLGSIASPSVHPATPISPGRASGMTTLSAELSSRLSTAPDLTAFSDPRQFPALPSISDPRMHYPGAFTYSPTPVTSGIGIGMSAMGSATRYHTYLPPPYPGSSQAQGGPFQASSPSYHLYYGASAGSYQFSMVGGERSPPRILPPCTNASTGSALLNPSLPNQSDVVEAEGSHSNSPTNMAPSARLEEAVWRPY
Target sequence (Q13951 whole entry, looked up): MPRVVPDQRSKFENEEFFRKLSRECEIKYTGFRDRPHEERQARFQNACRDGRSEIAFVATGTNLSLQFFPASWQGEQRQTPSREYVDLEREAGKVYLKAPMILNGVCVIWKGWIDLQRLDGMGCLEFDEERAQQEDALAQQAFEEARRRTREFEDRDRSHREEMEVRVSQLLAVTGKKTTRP
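Proteins preincubated together for 20 min at RT before compound addition; 15 min later, nickel and streptavidin beads were added and left 90 min prior to AlphaScreen measurement.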
Lamin A splicing – qHTS Assay for Modulators of Lamin A Splicing; HeLa LMNA splicing GFP/RFP minigene ratio, 48 h; Potency, µM (titrated, usually from 46.1 µM), without a hit: at the highest dose ratio change, negative = inhibition, hits mostly inhibitors; 0.01% of 200,000 active; AID 1487, 2009; active means well fitted inhibition curve with a large enough effect in the signal ratio, with a control signal flat, not every such curve was filed as active; inconclusive means small, poorly fitted or top-dose-only effect, or effect the other way, or a change in a side signal; the % refers to the signal ratio; further: potency means the concentration at half of the fitted maximal effect; on the % scale 0 is the no-effect control and ±100 the full control effect
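S3 HeLa stable clones carrying a lamin A-EGFP splicing minigene plus DsRed2 were seeded at 600 cells/well in Opti-MEM with 2% FBS, pin-dosed and incubated 48 h at 37°C. Acumen cytometry (488 nm) gave the GFP/RFP total-intensity ratio.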
HttQ103 aggreg – qHTS Multiplex Assay to Identify Dual Action Probes in a Cell Model of Huntington: Aggregate Formation (GFP); Potency, µM (highest dose often 46.1 µM), without a hit: at the highest dose activity change, negative = inhibition, actives largely listed as inhibitors; 1.1% of 220,000 active; PC12 HttQ103-GFP aggregates, Acumen cytometry, 40 h; further: potency means the concentration at half of the fitted maximal effect; on the % scale 0 is the no-effect control and ±100 the full control effect; nearly all actives have a fitted effect of over 60% in size
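Huntingtin Q103 exon 1–GFP aggregates in induced PC12 cells (100 nM tebufenozide) were quantified by cytometry from lysates, with compounds dosed in titration.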
IMPase Li inh – qHTS Assay for Identifying the Cell-Membrane Permeable IMPase Inhibitors: Potentiation with Lithium. CHO-M1 cells, IP1 TR-FRET (IP-One), carbachol + lithium. Potency, µM (series often up to 59.4 µM), for the others: at the top dose activity, negative = IMPase inhibition, most hits filed as inhibitors. 0.35% of 210,000 active;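 further: IP1 builds up when IMPase is blocked and the TR-FRET signal falls; potency means the concentration at half of the fitted maximal effect; plate controls were basal vehicle for no effect and high inhibitor control for full effect; nearly all actives have a fitted effect of over 50% in size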
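IP1 accumulation measured by competitive TR-FRET in lysed CHO-M1 cells after 30 min compound exposure at 37C, with a small lithium addition to potentiate weak responses. Hill-equation AC50 from ratio and donor-channel data.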
Numbers without * were called inactive; u = inconclusive; x = not tested or not shown; & = joins results of further samples; [ ] = another dose, or the depositor's remark. Unless noted, the call rests on the fitted dose curve; in most records, active means well fitted curve in the direction sought with a large enough effect; inconclusive means small, poorly fitted or top-dose-only effect, or another doubt; inactive means no such curve, though single readings can be large; an effect the other way counts as inactive or inconclusive. The list is partial. The share of hits here may be higher or lower than overall.

SMILES | NPSR antagonist | KinaseGlo FLuc | Epigenetic reg | CBFb RUNX1 block | Lamin A splicing | HttQ103 aggreg | IMPase Li inh
CC(C)[C@@H](CC(=O)N[C@@H]1CCCC[C@H]1C(=O)N[C@H](CC(=O)N[C@@H](CCC(=O)O)CC(=O)O)Cc1ccccc1)NC(=O)C[C@H](Cc1c[nH]c2ccccc12)NC(=O)[C@@H]1CCCC[C@H]1N | x | 2% | -1.1% | 4% | x | x | 3%
O=C(Cn1cnc2c(nnn2Cc2ccc(F)cc2)c1=O)Nc1ccccc1 | 13% | x | -4.2% | 10% | x | -15%[9.22 µM] | x
Cc1cc(NC(=O)CS(=O)(=O)c2cn(C)c3ccccc23)no1 | -2%[46.1 µM] | -3% | -0.8% | -1% | 0% | 0% | 19%[38.3 µM]
O=C1NC(=Nc2cccc(O)c2)S/C1=C\c1cccnc1 | 18% | x | -0.6% | 3% | x | -1%[9.22 µM] | x
CC1CCCCN1C(=S)NC(=O)c1cccs1 (configuration not stated) | -26% | x | 1.1% | 19% | x | -14%[9.22 µM] | x
Cc1nnc(SCCn2c(Br)nc3c2c(=O)n(C)c(=O)n3C)s1 | -2%[46.1 µM] | 2% | 1.8% | 5% | -7% | -11% | 3%
Cc1cc(C)n2nc(C(=O)NCc3cccc(C(F)(F)F)c3)nc2n1 | 10% | 0% | 3.9% | 15% | -20%[46 µM] | 0% | -7%
Cc1cccc(NCc2nc(-c3ccccc3)no2)c1 | -7%[46.1 µM] | -3% | 1.7% | 3% | -5% | 11% | 16%[38.3 µM]
Nc1n[nH]c(N)c1N=Nc1ccc(Cl)cc1 | -20% | 4% | -1.1% | -16% | -13% | -3% | 3%
NNC(=O)c1cccc(COc2ccccc2Br)c1 | 2%[46.1 µM] | -4% | 0.0% | -4% | u | -5% | 0%[38.3 µM]
O=C(Nc1ccc(Cl)cc1)N1CCC(c2ccccc2)C1 (configuration not stated) | -13% | -1% | 0.5%&-1.1% | 2% | u | -2% | 4%
COc1cccc(-c2nnc3sc(-c4ccccc4)nn23)c1 | 0%[7.67 µM] | 3% | 0.0% | 4% | 1% | -22% | -6%[38.3 µM]
O=C(O)CC1=C(c2ccc(F)cc2)CCC1=O | 2% | 3% | -1.6% | 7% | -19% | u | 0%
O=C1CSc2ccccc2N1Cc1ccc(F)cc1 | -4%[46.1 µM] | 2% | -0.9% | 4% | 9% | 0% | -8%[38.3 µM]
CN(C)c1nc2c(Br)c(Br)c(Br)c(Br)c2[nH]1 | 17%[46.1 µM] | 1% | 3.8% | -1% | u | x | -8%
CCc1ccc(S(=O)(=O)Nc2ccc(O)c3c(=O)cc(-c4ccccc4Cl)oc23)cc1 | -59% | x | 1.1% | -17% | x | -19%[9.22 µM] | x
CN(C)CCNC(=O)c1cc(Sc2ccc(F)cc2)nc2ccccc12 | -5% | 0% | -0.4% | -15% | x | 24% | 2%
COc1cccc(-c2csc(NC(C)=O)n2)c1 | 3%[46.1 µM] | 0% | -4.9% | 2% | -10% | u | 9%
CCCOc1ccc(N2C(=O)CC(NCCNc3ccc([N+](=O)[O-])cn3)C2=O)cc1 (configuration not stated) | u | x | -1.2% | 2% | x | -4%[9.22 µM] | x
Cc1ccc(Cl)cc1NC(=O)COC(=O)c1ccc(COc2ccc3c(C)cc(=O)oc3c2)cc1 | -50% | 2% | u | 9% | 5% | -8% | -6%
COc1cc(OC)c(NC(=O)CCc2nc(-c3ccc(C)cc3)no2)cc1Cl | -24%[46.1 µM] | -4% | 3.2% | 7% | -5% | 5% | -6%[38.3 µM]
CCn1cc(S(=O)(=O)CC(=O)Nc2ccc(C)cc2)c2ccccc21 | -7%[46.1 µM] | 1% | 1.0% | -1% | 8% | -4% | 8%[38.3 µM]
CCc1c(C)sc(NC(NC(C)=O)(C(=O)OC)C(F)(F)F)c1C#N (configuration not stated) | 5% | -1% | 1.1% | 7% | 4% | -2% | 4%
Cc1ccc(Nc2nc3ccccc3c(=O)s2)cc1C | -3% | -2% | 6.3% | 6% | u | 5% | -6%
Cc1cc(O)c(/C=N/c2ccccn2)c(=O)o1 | -11%[46.1 µM] | 0% | 0.9% | 10% | 1% | 11% | 16%[38.3 µM]
The results go on.
SMILES | NPSR antagonist | KinaseGlo FLuc | Epigenetic reg | CBFb RUNX1 block | Lamin A splicing | HttQ103 aggreg | IMPase Li inh
O=C(NCCCCCNC(=O)c1ccccn1)c1ccccn1 | -11% | -2% | 1.1% | 1% | 5%[46 µM] | 1%[9.22 µM] | 4%
C/C(=N\NC=O)c1ccncc1 | 12% | 3% | 0.9% | 25% | x | -1% | 15%
Cc1cc(C)nc(/N=c2/ssnc2Cl)c1 | -29%[46.1 µM] | -3% | -4.3% | -2% | 2% | u | 13%[38.3 µM]
CC(C)CC(=O)NN1CCCCC1 | -13%[46.1 µM] | -4% | -1.6% | 4% | -5% | -11% | 7%[38.3 µM]
Cc1cccc(C(=O)N[C@H](C(=O)Nc2nccs2)C(C)C)c1 | -12%[46.1 µM] | x | -0.9% | -3% | -6% | u | x
COc1cc(/C=N/NC(=O)c2cc(C34CC5CC(CC(C5)C3)C4)[nH]n2)ccc1O | -13%[46.1 µM] | -2% | 0.0% | -3% | 6% | u | 4%
Cn1c(=O)c2c(nc(CN3CCN(c4ccc(F)cc4)CC3)n2Cc2ccccc2F)n(C)c1=O | -2%[46.1 µM] | -2% | -2.3% | 1% | 7% | 4% | 2%[38.3 µM]
CO/N=C(\C(=O)N[C@@H]1C(=O)N2C(C(=O)O)=C(CSc3nc(=O)c(O)nn3C)CSC12)c1csc(N)n1 (some centres not stated) | -2%[46.1 µM] | 0% | -0.1% | u | u | x | -12%
C=CCNC(=O)/C(C#N)=C/c1ccc(C(=O)O)cc1 | 3% | -1% | -0.7% | -1% | 3%[46 µM] | 0% | -3%
c1ccn2c(SCc3cn4ccsc4n3)nnc2c1 | 1%[46.1 µM] | -7% | -6.8% | 11% | 0% | 4% | 17%[38.3 µM]
COC(=O)[C@@H]1C[C@@H]2CC[C@@H](O)C[C@@H]2N1Cc1ccc(C(F)(F)F)cc1 | 0% | -3% | 1.3%&4.8% | -11%&17% | x | 9%[9.22 µM] | -8%
Cc1ccc(NC(=O)C2CC(=O)N/C(=N/N=C/c3ccco3)S2)cc1 (configuration not stated) | 11% | 1% | 1.1% | -1% | 8% | 8% | -3%
CCOc1nc(-c2ccccc2)ccc1-c1noc(-c2ccncc2)n1 | 3%[46.1 µM] | 2% | 0.0% | 7% | 1% | -4% | 20%[38.3 µM]
CCOC(=O)N1CCN(Cc2nc3c(c(=O)[nH]c(=O)n3C)n2Cc2cc(C)ccc2C)CC1 | 8%[46.1 µM] | -1% | -11% | 5% | -22% | 11% | 16%[38.3 µM]
c1ccc2c(c1)OCc1cn[nH]c1-2 | 12% | x | -1.1% | 1% | x | -22%[9.22 µM] | x
COc1ccccc1OCCOCCOc1ccccc1Cl | -2% | -3% | 0.0% | 16% | -10% | -1% | 2%
COc1cccc(NC(=O)CSc2nnc(Cn3nnc4ccccc43)n2C)c1 | -3%[46.1 µM] | 1% | -3.0% | -1% | -9% | 14% | 5%
C=CCN(CC(O)c1cccc([N+](=O)[O-])c1)C(C)CCc1ccccc1 (configuration not stated) | -47% | x | 0.1% | 4% | x | 14%[9.22 µM] | x
Cc1ccc(OCC(=O)NC(=S)Nc2ccc(Br)c(C)n2)cc1 | -4%[46.1 µM] | 2% | -0.9% | -1% | 15% | 9% | -13%[38.3 µM]
Cn1nc(C(=O)OCCN2C(=O)c3ccccc3C2=O)c2ccccc2c1=O | -10%[46.1 µM] | 0% | 1.9% | 8% | -6% | -16% | 3%[38.3 µM]
O=C(NCC(c1ccco1)N1CCCC1)c1ccccc1F (configuration not stated) | 4%[46.1 µM] | -3% | 4.1% | 5% | 6% | 9% | 29%[38.3 µM]
Cc1nn(Cc2ccc(C(=O)NC(C)(C)C)o2)c(C)c1Br | 0%[46.1 µM] | 1% | 0.0% | 2% | -9% | u | 9%[38.3 µM]
CCn1c(SC)nnc1-c1nn(-c2ccccc2)ccc1=O | 19% | 0% | 1.9% | 16% | 10%[46 µM] | 1% | -9%
c1ccc(CC2CCN(Cc3nc(-c4ccccc4)no3)CC2)cc1 | -8%[46.1 µM] | 1% | 0.0% | 13% | u | 18% | 9%[38.3 µM]
COc1ccc(N(C(=O)c2ccncc2)S(=O)(=O)c2cccs2)cc1 | -9% | x | 1.1% | 2% | x | 7%[9.22 µM] | x
More results
SMILES | NPSR antagonist | KinaseGlo FLuc | Epigenetic reg | CBFb RUNX1 block | Lamin A splicing | HttQ103 aggreg | IMPase Li inh
CCCNC(=S)Nc1ccc(CC(=O)OC)cc1 | -2%[46.1 µM] | x | -0.9% | 3% | 0% | -13% | x
Cc1ccc(S(=O)(=O)N(C)C)cc1NC(=O)COC(=O)/C=C/c1cnc2ccccc2n1 | 4% | -1% | 5.4% | -2% | u | 3% | 1%
S=C(NCc1ccco1)N1CCN(Cc2ccco2)CC1 | -2%[46.1 µM] | -3% | -2.3% | 0% | 0% | 1% | -10%[38.3 µM]
Cc1ccc(-c2nc3cccnc3s2)cc1NS(=O)(=O)c1ccc2c(c1)OCCO2 | -22%[46.1 µM] | 1% | 1.5% | 5% | -24% | -20% | 1%[38.3 µM]
CCn1c2ccccc2c2cc(N=C3SC(CC(=O)Nc4ccccc4)C(=O)N3C)ccc21 (configuration not stated) | -7%[46.1 µM] | -1% | -1.3% | -15% | 8% | -3% | -3%[38.3 µM]
Cn1c(=N)n(CC(=O)c2ccc(Br)s2)c2ccccc21 | u | -6% | -0.3% | -2% | -14% | 9% | 12%[38.3 µM]
CN1[C@H](Cc2ccccc2)C=C[C@]1(C)C(=O)NCC1CC1 | x | -8% | 2.4% | -3% | x | x | -1%
CC(=O)C1=C(c2ccccc2)OC(N)=C(C#N)C1c1ccc(O)cc1 (configuration not stated) | 12% | 1% | 0.0% | -1% | u | u | -3%
